EPAC2 antagonist: blocks human EPAC2 exchange factor | Q8WZA2 | EPAC2 GEF exchange of Rap1B-BODIPY-GDP, fluorescence | Potency, µM (doses to about 114 µM), for inactives: at the top dose activity, negative = inhibition, actives largely listed as inhibitors | hit rate 0.18% among 360,000 | AID 720708; also: % is scaled to controls: 0 for no effect and ±100 for the full control effect; nearly all actives have a fitted effect of over 45% in size; many of its hits are not listed in these tables
Target sequence (Q8WZA2 whole entry, looked up): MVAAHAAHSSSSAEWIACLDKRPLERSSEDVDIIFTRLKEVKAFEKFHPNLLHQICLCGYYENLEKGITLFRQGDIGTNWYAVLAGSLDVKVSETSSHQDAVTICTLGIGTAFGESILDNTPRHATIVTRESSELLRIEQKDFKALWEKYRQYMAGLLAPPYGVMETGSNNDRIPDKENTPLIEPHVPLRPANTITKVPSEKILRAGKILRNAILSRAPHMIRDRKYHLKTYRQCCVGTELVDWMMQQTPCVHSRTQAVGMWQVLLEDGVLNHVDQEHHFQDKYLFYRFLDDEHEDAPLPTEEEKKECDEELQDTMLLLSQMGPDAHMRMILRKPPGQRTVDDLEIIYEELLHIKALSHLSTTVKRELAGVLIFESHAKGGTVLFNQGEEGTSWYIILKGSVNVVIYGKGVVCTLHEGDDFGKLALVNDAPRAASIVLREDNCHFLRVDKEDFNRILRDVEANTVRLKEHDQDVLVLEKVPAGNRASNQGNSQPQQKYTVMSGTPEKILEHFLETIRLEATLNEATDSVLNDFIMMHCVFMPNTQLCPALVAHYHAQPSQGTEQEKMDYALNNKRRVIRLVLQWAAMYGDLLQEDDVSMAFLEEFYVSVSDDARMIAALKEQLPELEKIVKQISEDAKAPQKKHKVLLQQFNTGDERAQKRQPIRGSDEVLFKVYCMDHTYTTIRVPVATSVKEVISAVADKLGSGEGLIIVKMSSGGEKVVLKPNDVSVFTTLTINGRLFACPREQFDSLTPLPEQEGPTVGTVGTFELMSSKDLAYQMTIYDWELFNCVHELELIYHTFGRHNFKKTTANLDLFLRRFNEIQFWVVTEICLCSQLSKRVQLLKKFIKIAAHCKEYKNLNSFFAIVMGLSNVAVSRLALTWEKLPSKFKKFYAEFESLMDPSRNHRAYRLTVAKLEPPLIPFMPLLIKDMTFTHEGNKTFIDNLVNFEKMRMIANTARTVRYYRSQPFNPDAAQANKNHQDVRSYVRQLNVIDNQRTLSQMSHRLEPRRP
A549 viability: A549 cytotoxicity, counter-screen for Nrf2 inhibitors. A549 ARE-Fluc cells, CellTiter-Fluor viability, 18-24 h. Potency, µM (top dose mostly 46 µM), inactives show top-dose activity change, negative = cytotoxicity, most hits filed as inhibitors. hit rate 0.16% among 390,000. AID 504648; also: % is scaled to controls: 0 for no effect and ±100 for the full control effect
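A549 ARE-Fluc cells in 5% FBS OPTI-MEM, 5000 cells/well, rested 2 h then exposed to compounds in concentration-response for 18-24 h at 37 °C. Viability by CellTiter-Fluor fluorescence (Ex 405/Em 525) after 30 min; luciferase luminescence (BugLite, 15 min, RT) read afterwards.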
Nrf2 ARE act: Nrf2 pathway activation | AREc32 ARE-luciferase reporter (MCF7-derived line), luminescence, 24 h | Potency, µM (highest dose often 46.1 µM), for inactives: at the top dose activation, hits mostly activators | hit rate 0.31% among 410,000; also: % of control where 0% means no effect; nearly all actives have a fitted effect of over 65% in size
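AREc32 cells carrying an ARE-driven firefly luciferase reporter were seeded at 1000 cells/well in OPTI-MEM with 5% FBS, then exposed to compound for 24 hr at 37 deg C. Luminescence was read with Steady-Glo after 30 min at RT.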
HepG2 viability: HepG2 cytotoxicity, counter-screen for TGF-b inhibitors; hit rate 0.76% among 410,000; HepG2 CAGA-GFP viability, ATP luminescence, 18 h; Potency, µM (doses to about 46.1 µM), for inactives: top-dose activity change, negative = cytotoxicity, actives largely listed as cytotoxic; also: some results filed as inactive show a strong effect at the top dose
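HepG2 CAGA-GFP cells (1000/well, DMEM with 1% FBS) received compound, then TGF-beta at 500 pg/mL final, and were incubated 18 hours at 37 degrees C. Viability was read by CellTiter-Glo luminescence. Media-only wells were set as complete cell-killing and DMSO as no toxicity.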
TGFb inhibitor: inhibitors of TGF-b signaling. HepG2 CAGA-GFP TGF-b/SMAD3 reporter, GFP fluorescence, 18 h; TGF-beta stimulated, 500 pg/mL final. Potency, µM (series often up to 46.1 µM), for the others: at the highest dose activity, negative = inhibition, most hits filed as inhibitors. hit rate 1.2% among 410,000; also: % is scaled to controls: 0 for no effect and ±100 for the full control effect; nearly all actives have a fitted effect of over 65% in size
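Smad-responsive CAGA-GFP expression was quantified in HEPG2 cells exposed to compounds and 500 pg/mL final TGF-beta for 18 h at 37 degrees C; unstimulated wells defined full inhibition.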
MCF10A rereplic: induces DNA re-replication in MCF 10a normal breast cells | MCF 10A DNA re-replication, Hoechst nuclear intensity, 48 h | Potency, µM (highest dose often 46.1 µM), for the others: top-dose activity, positive = re-replication, usual class: activators | hit rate 2.9% among 350,000 | AID 624296; also: % of control where 0% means no effect; nearly all actives have a fitted effect of over 50% in size
S2 tox: reduces viability in counter-screen for ATXN expression inhibitors. S2 cells (HEK-293 line with an ATXN2-luciferase reporter) viability, CellTiter-Fluor protease fluorescence, 24 h. Potency, µM (series often up to 56.7 µM), most hits filed as cytotoxic. hit rate 0.49% among 400,000. AID 651635; also: nearly all actives have a fitted effect of over 40% in size
Nrf2 block: blocks Nrf2 signaling. Potency, µM (doses to about 46 µM), without a hit: top-dose activity change, negative = inhibition, usual class: inhibitors. hit rate 2.1% among 360,000. A549 ARE-Fluc reporter, luciferase luminescence, 18-24 h. AID 504444; also: % is scaled to controls: 0 for no effect and ±100 for the full control effect; nearly all actives have a fitted effect of over 60% in size
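Cells were seeded and rested 2 h, then exposed to compounds for 18-24 h. CellTiter-Fluor was read first as a viability measure. BugLite was added 15 min before the final luminescent read of ARE-luciferase activity in A549 cells.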
ATXN2 expr inh: reduces ATXN2 reporter expression in HEK-293 cells | HEK-293 ATXN2-luciferase reporter, luminescence, 24 h | Potency, µM (highest dose often 57 µM), without a hit: at the highest dose activity change, negative = inhibition, usual class: inhibitors | hit rate 0.72% among 360,000; also: % is scaled to controls: 0 for no effect and ±100 for the full control effect; nearly all actives have a fitted effect of over 55% in size
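ATXN2-luciferase reporter cells (luciferase flanked by upstream and downstream ATXN2 gene portions) were treated 24 h at 37 °C with compounds at up to 57 uM. SteadyGlo luminescence gave expression; GF-AFC fluorescence gave viability.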
Starred values were filed as active, the others as inactive; i = inactive; ? = inconclusive; / = not tested or not shown; & = joins results of further samples; [ ] = remark or other dose. Calls follow the shape of the dose curve; as a rule, active = well fitted curve in the direction sought with a large enough effect; inconclusive = small, poorly fitted or top-dose-only effect, or another doubt; inactive = no such curve, though single readings can be large; an effect the other way counts as inactive or inconclusive. Potency is read from the fitted curve at half-maximal effect. A portion of the library. The share of hits here may be higher or lower than overall.

SMILES	EPAC2 antagonist	A549 viability	Nrf2 ARE act	HepG2 viability	TGFb inhibitor	MCF10A rereplic	S2 tox	Nrf2 block	ATXN2 expr inh
CC1CN(c2cnn(C(C)C)c(=O)c2Cl)CC(C)O1 (configuration not stated)	8%	1%	-0.3%	-8%	-10%	0%	i	-1%	7%
Nc1ncnc2c1ncn2C1OCC(O)C1O (configuration not stated)	0%	/	-1.6%	-9%	-23%	/	i	/	12%
CN(C)CCCN(C(=O)COc1ccccc1)c1nc2ccc(Cl)cc2s1	3%	0%	2.9%	-44%	?	-10%	i	6%	?
COCCN(C(=O)COC(=O)C12CC3CC(CC(O)(C3)C1)C2)c1c(N)n(Cc2ccccc2)c(=O)[nH]c1=O	-3%	/	-1.4%	11%	11%	/	i	/	/
O=S1(=O)N=C(N(CCO)/N=C/C=C/c2ccccc2)c2ccccc21	-3%	-5%	3.3%	-52%	?	?	i	?	-2%
Cc1cc(/C=C2/SC(=S)N(c3cccc(Cl)c3)C2=O)c(C)n1-c1cccnc1	5%	-15%	4.4%	-4%	?	?	?	?	-2%
COc1ccc(N2CCN(C3CCCN(Cc4ccc(F)cc4Cl)C3)CC2)cc1 (configuration not stated)	-10%	9%	0.4%	-50%	?	?	i	-4%	-30%
Cc1nn2c(NC(C)C)c3c(nc2c1-c1ccccc1)CCC3	-3%	4%	4.0%	17%	-26%	?	/	?	-7%
Cc1nc2c(-c3ccc(F)cc3)c(C)nn2c(N2CCOCC2)c1C	-2%	-18%	0.8%	11%	6%	10%	i	?	12%
CCCN(Cc1cc2cc(OC)ccc2[nH]c1=O)C(=O)c1ccncc1	-1%	-18%	-0.6%	7%	-3%	?	i	-13%	-13%
Cc1ccc(-c2cc(C(=O)O)n(-c3ccc(S(N)(=O)=O)cc3)n2)cc1	6%	-1%	-0.3%	5%	3%	-1%	i	6%	/
CC(C)c1nnc(NC(=O)C2CCCN2C(=O)Nc2cccc(Cl)c2)s1 (configuration not stated)	2%	?	-0.3%	14%	20%	-20%	i	-28%	3%
O=C(Nc1cn(-c2ccccc2)nc1-c1ccccc1)c1ccccc1	6%	2%	2.8%	-31%	-5%	?	i	2%	24%
CC1CCN(S(=O)(=O)c2ccc(NC(=O)CN3CCCC3)cc2)CC1	1%	7%	0.3%	-6%	-2%	9.2µM*	/	1%	-19%
COc1ccc(/C=N/OC/C(O)=C(\C#N)c2nc3ccccc3[nH]2)cc1OC	-2%	-2%	0.0%	12%	-13%	-4%	i	3%	30%
C=CCOC(=O)C1=C[C@H](c2cn(C(C)=O)c3ccccc23)[C@@H](CCCO)[C@H](OCC)O1	?	0%	4.5%	-5%	-12%	-6%	?	-17%	-10%
CC(C)OC(=O)C1C(=O)CC(C)(O)C(C(=O)OC(C)C)C1c1cccnc1 (configuration not stated)	-4%	2%	-0.1%	-1%	-13%	100%[0.0737 µM]	i	3%	-3%
COc1ccc(Cl)cc1NC(=O)COC(=O)c1cc(NS(=O)(=O)c2cccs2)ccc1O	1%	3%	0.9%	0%	1%	18%	i	2%	-9%
CN1CCN(CCCNC(=S)Nc2ccc(F)c(Cl)c2)CC1	3%	-4%	2.3%	-1%	3%	12%	?	3%	-13%
Cc1nc(S(=O)(=O)Nc2ccccc2C(=O)NCC2CC2)cn1C	2%	-4%	-0.5%	0%	10%	0%	?	3%	5%
Cc1cc(Cl)cc(Cl)c1OCC(=O)NCc1ccco1	10%	2%	3.8%	-9%	-26%	?	i	-2%	-11%
Oc1ccc(/C=N/Nc2ccc(C(F)(F)F)cn2)cc1O	-1%	-27%	20%	-15%	-8%	?	i	?	-24%
CSc1cccc(NCc2ccc([N+](=O)[O-])cc2)c1	-5%	0%	0.3%	-10%	1%	-2%	i	10%	32%
Oc1cccc2ccc(/C=C/c3cccs3)nc12	-13%	0%	3.2µM*	-22%	?	?	i	/	0%
CCOc1ccccc1N(CC(=O)NCCc1ccc(OC)c(OC)c1)S(=O)(=O)c1ccccc1	-3%	-11%	-0.5%	-4%	-6%	3%	i	-31%	17%
COc1ccccc1-c1sc2ccccc2c1C#CC1(O)CCCCC1	-5%	-19%	8.0%	-64%	?	18µM*	i	?	3%
CN(C)CCCNc1cn[nH]c(=O)c1Cl	12%	11%	-0.2%	10%	0%	-4%	i	11%	9%
O=C(N/N=C/c1ccco1)c1cc(-c2ccccc2)n[nH]1	-2%	-4%	3.5%	-46%	-3%	-18%	i	7%	-17%
COc1cccc(/C(O)=C2/C(=O)C(=O)N(CCCN3CCOCC3)C2c2ccncc2)c1 (configuration not stated)	-4%	-12%	0.4%	1%	0%	3%	i	1%	0%
CCOc1ccc(N(CC(=O)N2CCCC2)S(=O)(=O)c2c(C)noc2C)cc1	8%	0%	-0.3%	3%	-1%	9%	i	12%	0%
Cc1nn(Cc2c(Cl)cccc2Cl)c(C)c1NC(=O)c1sc2ccccc2c1Cl	14%	-22%	-0.4%	4%	-27%	10µM*	i	?	-32%
O=C(Nc1ccc(Cl)cc1)C1CCN(C(=O)c2ccco2)CC1	-8%	-23%	6.4%	-4%	0%	-14%	i	-12%	1%
CCc1ccc(-c2nn(-c3ccccc3)cc2CSC(=N)N)cc1	-7%	-1%	-2.9%	18µM*	?	?	?	-3%	?
O=C(C1CCN(S(=O)(=O)c2ccc(-n3cnnn3)cc2)CC1)N1CCCCC1	-4%	-2%	0.0%	-3%	-1%	6%	i	13µM*	-21%
Cn1c(SCC(=O)c2ccccc2)nnc1C1COc2ccccc2O1 (configuration not stated)	4%	3%	-0.2%	4%	12%	0%	i	3%	21%
COc1ccc(C(C)=O)cc1CN1CCCCC1	3%	-6%	-0.1%	-8%	-7%	15µM*	i	9%	6%

Part of the list above in order of molar mass, highest first:
SMILES	EPAC2 antagonist	A549 viability	Nrf2 ARE act	HepG2 viability	TGFb inhibitor	MCF10A rereplic	S2 tox	Nrf2 block	ATXN2 expr inh
CCOc1ccccc1N(CC(=O)NCCc1ccc(OC)c(OC)c1)S(=O)(=O)c1ccccc1	-3%	-11%	-0.5%	-4%	-6%	3%	i	-31%	17%
COc1cccc(/C(O)=C2/C(=O)C(=O)N(CCCN3CCOCC3)C2c2ccncc2)c1 (configuration not stated)	-4%	-12%	0.4%	1%	0%	3%	i	1%	0%
O=C(C1CCN(S(=O)(=O)c2ccc(-n3cnnn3)cc2)CC1)N1CCCCC1	-4%	-2%	0.0%	-3%	-1%	6%	i	13µM*	-21%
O=C(N/N=C/c1ccco1)c1cc(-c2ccccc2)n[nH]1	-2%	-4%	3.5%	-46%	-3%	-18%	i	7%	-17%

(cont.)
SMILES	EPAC2 antagonist	A549 viability	Nrf2 ARE act	HepG2 viability	TGFb inhibitor	MCF10A rereplic	S2 tox	Nrf2 block	ATXN2 expr inh
Cc1ccc(NCc2ccc([N+](=O)[O-])s2)cc1	-1%	-8%	11%	-15%	?	3%	?	2%	-16%
O=C(c1cccnc1NCc1ccccc1)N1CCOCC1	8%	2%	-0.5%	2%	17%	-1%[9.22 µM]	i	7%	-12%
Cc1nc(N2CCCCC2)c2sc(=S)n(C)c2n1	-26%	4%	0.6%	1%	2%	11%	i	0%	-5%
Cc1nc(=O)c(-c2ccccc2)c(C)n1-c1ccc(Br)cc1	36%[activator]	-4%	0.0%	-14%	6%	1%	i	?	/
O=C(C1CCCN(S(=O)(=O)c2cnc[nH]2)C1)N1CCN(c2ccc(Cl)cc2)CC1 (configuration not stated)	11%	-1%	0.2%	-25%	-3%	?	i	-24%	-17%
Cc1cc(C(=O)N2CCCC(CO)(Cc3ccc(F)cc3F)C2)nn1C (configuration not stated)	14%	/	-0.1%	-20%	-5%	/	?	/	/
O=C(N/C(=C\c1ccc([N+](=O)[O-])cc1)C(=O)N1CCCCC1)c1ccccc1	-1%	3%	-0.2%	-4%	-5%	-7%	i	17%	2%
CCOC(=O)C1(Cc2ccccc2C)CCCN(S(C)(=O)=O)C1 (configuration not stated)	-4%	-17%	-0.6%	-41%	-5%	?	i	-27%	2%
COc1cccc(N2CCN(C(=O)C3C4C=CC5(CN(Cc6ccccc6Cl)C(=O)C35)O4)CC2)c1 (configuration not stated)	-5%	-2%	-0.7%	-20%	8%	-16%	i	/	-5%
CC(=O)c1cccc(NC(=O)C2C3CCC(C3)C2C(=O)O)c1 (configuration not stated)	12%	-3%	-0.8%	3%	22%	-3%	i	-4%	3%
COc1cccc(NC(=O)N(CCN(C)C)C(C)c2cccnc2)c1 (configuration not stated)	-6%	7%	-0.1%	-12%	-2%	0%	i	2%	3%
Cc1c(C(=O)N2CCN(c3ccccc3)CC2)sc2nc3n(c(=O)c12)CCC3	-6%	8%&-1%	-1.0%&-0.8%	-7%&-4%	-3%&-20%	1%	i	?	2%
O=C(N/N=C/c1ccccn1)c1ccco1	11%	-20%	12%	2%	5%	2%	i	10%	19%
CCc1ccc(/C=C2\SC(=S)N(CCCC(=O)Nc3cc(C)on3)C2=O)cc1	-5%	/	-5.6%	-53%	5%	/	?	/	/
CCCN1CCC(NC(=O)Nc2cccc3ccccc23)CC1	11%	1%	-0.1%	-3%	4%	9%	i	2%	-14%
CCC(=O)c1cn(CC(=O)NCc2ccco2)c2ccccc12	-14%	8%	9.4%	-22%	-1%	23%	i	?	45%[activator]
CCCC(=O)Nc1ccc(C(=O)N2CCCC2)cc1	1%	-3%	-0.1%	-10%	-10%	3%	i	?	-6%
CC(C)(C)NC(=S)N/N=C\c1ccc(-c2ccc([N+](=O)[O-])cc2)o1	-12%	-2%	3.5%	18%	6%	16µM*	/	?	2%
COc1ccc(C)cc1S(=O)(=O)N1CCN(C/C=C/c2ccccc2)CC1	-12%	7%	0.5%	-31%	?	0%	i	-3%	-26%
O=C(COC(=O)c1ccc[nH]c1=O)Nc1cc(S(=O)(=O)N2CCCCCC2)ccc1Cl	4%	0%	-0.5%	2%	-17%	1%	?	8%	14%
O=C(C1=C[C@H](c2ccc(C(F)(F)F)cc2)C[C@H](OCc2ccc(CO)cc2)O1)N1CCCCCCC1	-5%	-14%	-2.4%	-98%	?	?	?	-9%	0%
O=S(=O)(Nc1ccc(O)c(Sc2nc3ccccc3s2)c1)c1cccc2ccccc12	-3%	3%	0.4%	-23%	?	?	?	4%	3%

Screens deposited in PubChem BioAssay by National Center for Advancing Translational Sciences (NCATS).
